Screens as filed in PubChem.
DT40 TDP1 no CPT: qHTS for Inhibitors of human tyrosyl-DNA phosphodiesterase 1 (TDP1): qHTS in cells in absence of CPT | DT40 Tdp1-/- hTDP1 cells, no CPT, ATP luminescence, 48 h | Potency, µM (titrated, usually from 46.2 µM), for the others: at the highest dose activity change, negative = growth inhibition, hits mostly inhibitors | 420,000 compounds, 15% hits; further: nearly all actives have a fitted effect of over 55% in size
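A cellular qHTS used chicken DT40 cells lacking endogenous Tdp1 but carrying stably transfected human TDP1. Compounds were applied without camptothecin, and cell growth kinetics were judged by ATP-dependent luminescence after ≥48 hr.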
GCN5L2 inh: inhibitors of human GCN5L2 histone acetyltransferase; Q92830; GCN5L2 HAT assay, ThioGlo1 CoA-SH fluorescence; Potency, µM (top dose mostly 58.9 µM), for inactives: top-dose activity change, negative = inhibition, actives largely listed as inhibitors; 390,000 compounds, 0.21% hits
Target sequence (Q92830 whole entry, looked up): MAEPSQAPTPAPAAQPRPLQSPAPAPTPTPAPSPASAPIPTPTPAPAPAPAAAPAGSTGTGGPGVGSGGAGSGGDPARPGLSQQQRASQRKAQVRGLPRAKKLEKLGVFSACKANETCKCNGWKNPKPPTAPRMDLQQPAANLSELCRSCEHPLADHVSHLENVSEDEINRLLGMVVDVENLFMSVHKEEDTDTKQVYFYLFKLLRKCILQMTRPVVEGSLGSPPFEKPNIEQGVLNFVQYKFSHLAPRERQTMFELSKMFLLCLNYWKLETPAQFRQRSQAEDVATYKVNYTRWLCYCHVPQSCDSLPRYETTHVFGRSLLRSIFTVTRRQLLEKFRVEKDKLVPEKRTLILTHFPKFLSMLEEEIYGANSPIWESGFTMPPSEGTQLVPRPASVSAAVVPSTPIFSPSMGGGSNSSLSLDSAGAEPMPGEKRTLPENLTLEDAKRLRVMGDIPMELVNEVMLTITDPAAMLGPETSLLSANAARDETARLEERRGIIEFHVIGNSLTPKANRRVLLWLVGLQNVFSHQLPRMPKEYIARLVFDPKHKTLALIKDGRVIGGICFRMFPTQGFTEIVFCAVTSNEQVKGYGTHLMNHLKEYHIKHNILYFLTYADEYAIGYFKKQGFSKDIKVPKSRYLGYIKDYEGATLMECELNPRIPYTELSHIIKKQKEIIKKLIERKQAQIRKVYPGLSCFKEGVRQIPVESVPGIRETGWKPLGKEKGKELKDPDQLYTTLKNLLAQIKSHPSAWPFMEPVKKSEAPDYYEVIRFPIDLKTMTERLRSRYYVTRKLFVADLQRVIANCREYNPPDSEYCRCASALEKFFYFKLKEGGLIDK
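Enzyme at 20nM final was mixed with library compounds for 15 min at room temperature. Peptide H3(1-25) at 75uM, acetyl-CoA at 70uM and ThioGlo1 at 50uM were then added. Plates were read immediately and after 20 min (Ex340nm/Em540nm).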
DT40 TDP1 CPT: DT40-hTDP1 cell growth loss with CPT. chicken DT40 Tdp1-/-;hTDP1 cells + 20 nM CPT, ATP luminescence, 48 h. Potency, µM (highest dose often 46.2 µM), inactives show top-dose activity change, negative = growth inhibition, usual class: inhibitors. 420,000 compounds, 12% hits. AID 686979; further: nearly all actives have a fitted effect of over 55% in size
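Chicken DT40 Tdp1-/- cells complemented with human TDP1, 400 cells/well, exposed to compounds plus 20 nM camptothecin for at least 48 h at 37 C; viability read as ATP content by CellTiter-Glo luminescence.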
Starred values were filed as active, the others as inactive; ? = inconclusive; . = no result given; & = joins results of further samples; [ ] = dose if it differs, or a comment. The call rests on the fitted dose curve; in most records, active means well fitted curve in the direction sought with a large enough effect; inconclusive means small, poorly fitted or top-dose-only effect, or another doubt; inactive means no such curve, though single readings can be large; an effect the other way counts as inactive or inconclusive. On the % scale 0 is the no-effect control and ±100 the full control effect; potency means the concentration at half of the fitted maximal effect.

The first two records (preview)
canonical_smiles | DT40 TDP1 no CPT | DT40 TDP1 CPT | GCN5L2 inh
CCOc1cc(C(c2c(C)[nH][nH]c2=O)c2c(C)[nH][nH]c2=O)ccc1OC(=O)c1cccc([N+](=O)[O-])c1 | 3% | -15% | -5%
COCCN(CC(=O)Nc1cccc(C)c1C)C(=O)c1cc(S(=O)(=O)N2CCCC2)ccc1C | -27% | -18% | -1%

The whole of this part, repeating the preview:
canonical_smiles | DT40 TDP1 no CPT | DT40 TDP1 CPT | GCN5L2 inh
CCOc1cc(C(c2c(C)[nH][nH]c2=O)c2c(C)[nH][nH]c2=O)ccc1OC(=O)c1cccc([N+](=O)[O-])c1 | 3% | -15% | -5%
COCCN(CC(=O)Nc1cccc(C)c1C)C(=O)c1cc(S(=O)(=O)N2CCCC2)ccc1C | -27% | -18% | -1%
Cc1ccnc(N2CCCC(C(=O)Nc3nnc(C)s3)C2)n1 (stereo not given) | -13% | -10% | -2%
COc1ccccc1-c1nnc(SCC(=O)NNC(=O)c2ccccc2F)n1C | -1% | 6% | 4%
Cc1cc(NC(=O)CSCC(=O)OC(C)C(=O)N(C)Cc2ccccc2)no1 (stereo not given) | -7% | 11% | 2%
COc1ccc(S(=O)(=O)N2CCCC2)cc1C(=O)N1CCOCC1 | -5% | -6% | -2%
O=C(CCCN1C(=O)/C(=C/c2ccco2)SC1=S)Nc1cccc(C(=O)O)c1 | 6% | 12% | -11%
Cc1ccc2c(c1)N(CC(=O)NCCCN1CCCCC1C)C(=O)c1cccnc1O2 (stereo not given) | 14%&-1% | 0%&14% | 1%&-5%
Cc1ccc(-c2nnc(N(C)C(=O)c3ccncc3)s2)cn1 | -10% | -2% | -2%
O=C(CCc1nnc(Cc2ccc3c(c2)OCO3)o1)N(CC1CCC1)CC1CCCO1 (stereo not given) | -1% | -21% | 4%
O=C(CN1C(=O)S/C(=C/c2cccs2)C1=O)N1CCOCC1 | -2% | -10% | -5%
OC(c1ccc(F)cc1)c1nc(-c2ccc(Cl)cc2)cs1 (stereo not given) | ? | ? | .
O=C(CNc1cccc2ccccc12)N/N=C/c1ccc([N+](=O)[O-])o1 | 4.1µM* | 6.5µM* | -2%
CC(C)C(=O)Nc1nnc2n1CCS2 | 10% | 1% | 20%
CCOC(=O)c1cc(-c2ccc3c(c2)OCCO3)n[nH]1 | -13% | -9% | 2%
CCOc1ccc2c(c1)c(=O)c(S(=O)(=O)c1ccccc1)cn2CC(=O)Nc1ccccc1OC | -31% | 5% | 0%
COc1cccc(Oc2cn[nH]c2-c2ccc(OCC(=O)NN)cc2O)c1 | ? | ? | -18%
CCOC(=O)c1c(C)n(C)c2ccc(O)c(S(=O)(=O)c3ccccc3)c12 | -4% | -21% | -1%
Cc1cccc(-n2c(SCC(=O)c3ccccc3)nnc2-c2ccc(Br)cc2)c1 | 18µM* | 16µM* | -1%
NNC(=O)c1ccc(Cn2cccn2)o1 | -15% | 16% | 2%
O=C(COc1ccccc1)Nc1ccc(-c2nnc(-c3ccco3)o2)cc1 | -7% | 0% | -6%
CN1C(C(=O)Nc2cccc(O)c2)=CC(c2cccs2)=NS1(=O)=O | ? | ? | 4%&-6%
CCCN1C2CCCC1CC(NC(=O)NC1CCCCC1)C2 (stereo not given) | -2% | 36%[activator] | 0%
CCOC(=O)COc1cccc2c(=O)n(CC(N)=O)ccc12 | 29% | -10% | -24%
CC1=CC2=NC(=O)CC(C)(C(=O)N(CC(=O)NC(C)(C)C)Cc3cccs3)N2C=C1 (stereo not given) | -1% | -5% | -4%
Cc1ccc(NC(=O)CSc2nc3ccccc3nc2N2CCOCC2)c(C)c1 | ? | -17% | ?
CN(C)C(=O)CCc1ccc2c3c([nH]c2c1)[C@]1(C)[C@@H](C(=O)N2CCCCC2)C[C@H](CC(=O)NCc2ccco2)C(=O)N1CC3 | 2% | 14% | 2%
CCC(=O)N1CCc2cc(S(=O)(=O)NC(CC(C)C)C(=O)N3CCc4ccccc43)ccc21 (stereo not given) | ? | -13% | -6%
Cc1cccc(NC(=O)CSCc2cc(=O)n3nc(C4CC4)sc3n2)c1 | -14% | -9% | -13%
COc1ccc(C2=NN(C(=O)CCC(=O)O)C(c3ccc(OC)c(OC)c3)C2)cc1 (stereo not given) | 9% | -5% | 2%

2 compounds picked at random from those above:
canonical_smiles | DT40 TDP1 no CPT | DT40 TDP1 CPT | GCN5L2 inh
Cc1ccc(-c2nnc(N(C)C(=O)c3ccncc3)s2)cn1 | -10% | -2% | -2%
Cc1cccc(NC(=O)CSCc2cc(=O)n3nc(C4CC4)sc3n2)c1 | -14% | -9% | -13%

(more compounds)
canonical_smiles | DT40 TDP1 no CPT | DT40 TDP1 CPT | GCN5L2 inh
COc1ccc(NC(=S)N2CCN(C(=O)c3ccccc3)CC2)cc1 | -11% | 8% | -14%
CC(=O)c1ccc(N2CCN(C(=O)COc3ccc4c(c3)CCC4)CC2)cc1 | -28% | ? | ?
CN(C)Cc1ccccc1-c1cccc2nccn12 | -14% | -21% | .
COc1ccc(NC(=O)C(=O)NCC(c2ccco2)N2CCc3ccccc3C2)cc1 (stereo not given) | ? | ? | -8%
CCCCN(CCCC)Cc1ccc(C(=O)NN)o1 | -7% | 12% | 3%
CN(C)/C(CN1CCOCC1)=C1\N=C(c2ccccc2)OC1=O | -5% | -26% | ?
Cc1ccc(CNC(=O)c2c[nH]n3c(=O)c(Cc4ccc(Cl)cc4)c(C)nc23)cc1 | ? | ? | -8%
CCOC(=O)c1ccccc1-c1csc(N)n1 | -19% | 27% | 2%
Cc1ccc(C)c(NC(=O)CN(C)S(=O)(=O)c2cccc3cccnc23)c1 | ? | ? | -17%&0%
O=C(NCCNc1nccc(C(F)(F)F)n1)c1cccc(C(F)(F)F)c1 | -25% | -9% | -2%
COc1ccccc1OCCn1cc(/C=C(\C#N)C(=O)NCc2ccco2)c2ccccc21 | -26% | -15% | 1%
CC(C)(C)OC(=O)NC(Cc1ccccc1)C(=O)O (stereo not given) | 6% | 5% | -1%
COc1ccc(OC)c(C(=O)c2coc3ccc(OC)cc23)c1 | ? | ? | -3%
c1ccc(COc2cccc(-c3cc4nc(NCc5cccs5)ccn4n3)c2)cc1 | ? | ? | .
COc1ccc(Nc2ncnc3sc(-c4ccccc4)cc23)cc1OC | ? | ? | -9%
Cc1cccc2sc(NNC(=O)c3cc(=O)c4ccccc4o3)nc12 | ? | ? | -9%
CCc1nc2c(OCCc3cccc(OC)c3)cccn2c1N(C=O)Cc1ccc(OC)cc1 | ? | 18µM* | .
Cc1ccccc1NC(=S)N(Cc1ccco1)C(C)c1cccs1 (stereo not given) | ? | ? | -5%
COc1ccccc1C1=CC(=O)C[C@H](c2ccc(F)cc2)C1 | ? | -29% | -11%
Cc1cc(NC(=O)Cn2nc([N+](=O)[O-])c(Br)c2C)no1 | -9% | -14% | 8%
COc1ccc(CNC(=O)CC2(CC(=O)O)CCCCC2)cc1 | -11% | -8% | 7%
CCCCOc1ccc(C(=O)N/C(=C\c2cccc([N+](=O)[O-])c2)C(=O)OC(C)C)cc1 | ? | -8% | -17%
O=C(Nc1ccc(NC(=O)c2ccccc2F)cc1)c1cccs1 | ? | -8% | -4%
COc1ccc(S(=O)(=O)N2CC=C(c3ccccc3)CC2)cc1OC | 23µM* | ? | .
CCCCN1C(=N)N([C@@H](CCC)CN2CCC[C@H]2CN2C(N)=NC[C@H]2C(C)C)C[C@H]1[C@H](C)CC | ? | -15% | -7%
COc1ccc(CCNC(=O)C2(c3ccccc3)CC2)cc1 | 0% | -2% | 0%
CC1(C)CC(=O)/C(=C(\O)CCCN2C(=O)c3ccccc3C2=O)C(=NCCO)C1 | -10% | -4% | -8%
Cc1ccc(CNC(=O)C2CCN(S(=O)(=O)c3ccc4c(c3)CCCN4C(=O)C3CCC3)CC2)cc1 | 7.3µM* | 21µM* | 7%
Oc1ccc2cc(Br)ccc2c1CN1CCCC1 | 23µM* | 28% | -6%
O=S(=O)(c1ccc(Br)cc1)N1CCN(c2nc(-c3ccccc3)nc3ccccc23)CC1 | ? | ? | .

(continued)
canonical_smiles | DT40 TDP1 no CPT | DT40 TDP1 CPT | GCN5L2 inh
CC(C)(Oc1ccc(Cl)cc1)C(=O)OCn1nnc2ccccc2c1=O | -4% | -7% | -2%
C[C@H]1CN([C@@H](C)CO)C(=O)CCCn2nncc2CO[C@H]1CN(C)C(=O)Nc1cccc(Oc2ccccn2)c1 | -23% | -2% | .
Cc1sc2ncn(CC(=O)NCCCC(=O)N3CCC(C)CC3)c(=O)c2c1C | -18% | 5% | 4%
CCCCNC(=S)NNC(=O)c1sccc1C | -4% | -8% | -1%
Cc1nc(SCC(=O)Nc2ccccc2Cl)cc(-c2ccccc2)n1 | -18% | -5% | -5%
CCC(=O)c1cc(F)c(N2CCN(S(=O)(=O)c3ccc(C)cc3)CC2)cc1C | 21µM* | ? | -6%
CCc1ccccc1NC(=O)C1COc2ccccc2O1 (stereo not given) | -2% | 2% | -2%
O=C(C[n+]1ccccc1)N/N=C/c1ccccc1C(F)(F)F | 17% | 2% | -15%
COC(=O)c1ccc(C)c(NC(=O)CCc2ccc(OC)cc2)c1 | -26% | -26% | -3%
CN(C(=O)c1ccc2c(c1)N(Cc1cccc(Cl)c1)C(=O)c1ccccc1S2=O)C1CCCCC1 (stereo not given) | 23µM* | 18µM* | -14%
Cc1ccc(C)c(NC(=O)CCN2C(=O)c3ccccc3Sc3ncccc32)c1 | 18µM* | ? | -3%
CCN(CC)c1ncnc2c1nnn2C | -24% | -23% | .
Cc1cc(Br)cc2c(C(=O)OCC(=O)c3ccccc3)cc(-c3ccccc3)nc12 | 9% | -6% | 3%
CC(C)OP(=O)(c1ccc(N(C)C)cc1)C(O)c1ccc(N(C)C)cc1 (stereo not given) | -16% | 13% | 1%
O=C1C2=C(Nc3ccccc3SC2c2c(F)cccc2Cl)c2ccccc21 (stereo not given) | ? | 15µM* | -6%
O=C(Nc1cccc(F)c1)C1CCCN(S(=O)(=O)c2cccc3cccnc23)C1 (stereo not given) | 23µM* | 18µM* | -4%&0%
COc1cccc(-c2nc(CS(=O)(=O)CC(=O)NCCc3cc(OC)ccc3OC)c(C)o2)c1 | 18µM* | -22% | -2%
CCn1c(=O)cc(OCC(=O)N(C)C2CCCCC2)c2ccccc21 | -2% | ? | -4%[0.501 µM]
CC(=O)c1c(N2CCCCC2)nc(=S)n(-c2ccccc2)c1C | 5.8µM* | 12µM* | -9%
O=C(CC12CC3CC(C1)CC(CC(=O)N1CCCC1)(C3)C2)N1CCCC1 | ? | ? | -2%
Cc1cccc(Cn2ncc(Cl)c(Cl)c2=O)c1 | 9.2µM* | 12µM* | 5%
O=C(NCc1cccs1)c1csc([C@@H]2C[C@H](O)[C@@H](CO)O2)n1 | -29% | -28% | .
Cc1noc(C)c1COC(=O)c1ccccc1NC(=O)c1ccco1 | ? | -10% | -8%
CCN(CC)S(=O)(=O)c1cc(-c2nnc(Nc3ccc(OC)c(C(N)=O)c3)c3ccccc23)ccc1C | ? | 18µM* | -16%
FC(F)(F)c1ccc(-c2noc(-c3ccccc3Br)n2)cc1 | ? | 16µM* | 3%
COc1ccc(S(=O)(=O)N(CC(=O)Nc2ccccc2Br)Cc2ccccc2)cc1 | ? | ? | -10%
CCN(CC)c1ccc(C=Nc2ccc(C)cc2C)c(O)c1 | -27% | -22% | -7%
COc1ccc(C(=O)NNS(=O)(=O)c2ccc(C)cc2)cc1 | -3% | 13% | -3%
COc1ccc(C)cc1NC(=O)CNCc1cccs1 | -2% | ? | -7%
COc1ccc(NC(=O)CC2SC(=NCc3ccccc3OC)NC2=O)cc1 (stereo not given) | ? | -20% | 1%
Cc1cc(/C=N/n2c(COc3ccccc3C)nc3ccccc3c2=O)c(O)c([N+](=O)[O-])c1 | 13µM* | 18µM* | ?
COc1ccc(-c2nc(NC(=O)c3ccco3)sc2C)cc1 | 23µM* | 21µM* | .
COc1ccc2sc(-c3ccc(N(C)C)cc3)c(C#Cc3cncn3C)c2c1 | 5.8µM* | 5.8µM* | -8%

Sorted by SMILES length (smallest number first): part of the list above
canonical_smiles | DT40 TDP1 no CPT | DT40 TDP1 CPT | GCN5L2 inh
CCN(CC)c1ncnc2c1nnn2C | -24% | -23% | .
CCn1c(=O)cc(OCC(=O)N(C)C2CCCCC2)c2ccccc21 | -2% | ? | -4%[0.501 µM]
CCC(=O)c1cc(F)c(N2CCN(S(=O)(=O)c3ccc(C)cc3)CC2)cc1C | 21µM* | ? | -6%
